CYP2C19 act: increases human CYP2C19 enzyme activity; P33261; recombinant CYP2C19, luciferin-H EGE luminescence; stronger effect = higher value; 0 = fully inhibited enzyme, 1 = untreated enzyme; activation factor at 5 µM; 96,000 tested, under 10 active; AID 1025;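 active = activation factor of at least 2 at 5 µM in the primary screen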;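 note: 0 = wells with 2.5 mM tranylcypromine and 1 = vehicle-only wells; values of inactives mirror those of a sister screen read the other way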
S1P2 ag: agonists of human S1P2 receptor; activation, % at 4.5 µM; O95136; S1P2-expressing cell line, agonist reporter read-out; 97,000 compounds, 0.46% hits; in the data active = activation above about 16%;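 note: 0% = vehicle low control and 100% = maximal reference agonist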
Target sequence (O95136 whole entry, looked up): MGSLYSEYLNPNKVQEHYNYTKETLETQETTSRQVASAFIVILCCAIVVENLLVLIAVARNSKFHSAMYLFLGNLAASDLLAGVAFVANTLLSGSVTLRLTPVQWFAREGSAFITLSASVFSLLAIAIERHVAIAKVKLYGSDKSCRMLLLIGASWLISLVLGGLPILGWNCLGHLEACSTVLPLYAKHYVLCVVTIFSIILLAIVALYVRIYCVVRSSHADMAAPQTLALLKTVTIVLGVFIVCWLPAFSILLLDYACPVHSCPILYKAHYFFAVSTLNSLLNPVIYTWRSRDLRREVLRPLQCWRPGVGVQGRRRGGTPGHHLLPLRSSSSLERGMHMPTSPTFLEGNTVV
PostGolgi yeast: growth inhibition of a yeast mutant, post-Golgi transport screen; inhibition, % at 10 µM; 98,000 compounds, 0.9% hits; post-Golgi transport phenotypic cell assay; AID 739;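 note: yeast cells grown in 1536-well plates; yeast grown about 18 h at 30C before absorbance read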
sEH inhibitor: blocks human soluble epoxide hydrolase activity; P34913; AID 707; 91,000 compounds, 0.34% hits; inhibition, % at 2 µM; recombinant human sEH enzymatic activity assay; in the data active = inhibition above about 80%; note: values of inactives mirror those of a sister screen read the other way; many of its hits are not listed in these tables
DAT uptake mod: human DAT dopamine uptake with cocaine, either direction. B-score at 10 µM. LLC-PK1 hDAT cells, [14C]-dopamine uptake with cocaine IC80; actives deviate in either direction. Q01959. 110,000 compounds, 1.3% hits;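 active = Z score or B-score, a plate-position-corrected score, falls beyond the plate's 99.7% confidence bounds, in either direction; inactive = both scores lie inside the 99.7% bounds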;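 note: scored against the spread of the other compound wells on the same plate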
Target sequence (Q01959 whole entry, looked up): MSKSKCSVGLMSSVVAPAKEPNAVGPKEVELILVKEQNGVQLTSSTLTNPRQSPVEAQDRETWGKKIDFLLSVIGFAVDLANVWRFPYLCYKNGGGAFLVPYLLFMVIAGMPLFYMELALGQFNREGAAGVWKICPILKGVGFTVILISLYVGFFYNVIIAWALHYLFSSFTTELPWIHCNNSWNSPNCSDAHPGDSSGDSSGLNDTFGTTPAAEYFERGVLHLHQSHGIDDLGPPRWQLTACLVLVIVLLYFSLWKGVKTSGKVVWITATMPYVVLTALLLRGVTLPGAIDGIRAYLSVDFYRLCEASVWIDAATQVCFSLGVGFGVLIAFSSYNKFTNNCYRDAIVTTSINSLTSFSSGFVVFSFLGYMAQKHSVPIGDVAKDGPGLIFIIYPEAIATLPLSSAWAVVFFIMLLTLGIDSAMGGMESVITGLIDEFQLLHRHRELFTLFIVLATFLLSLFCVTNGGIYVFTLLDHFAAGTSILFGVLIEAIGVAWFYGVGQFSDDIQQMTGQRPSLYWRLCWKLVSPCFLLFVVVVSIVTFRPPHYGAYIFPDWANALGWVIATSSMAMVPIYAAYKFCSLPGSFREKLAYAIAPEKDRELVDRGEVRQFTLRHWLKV
CYP2C19 inh: inhibitors of human CYP2C19 | CYP2C19 Supersomes, luciferin-H EGE luminescence, 30 min | inhibition, % at 5 µM | 96,000 compounds, 21% hits | AID 778;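 active = CYP2C19 inhibition above a set limit at 5 µM in the primary screen, cut at about 50% in these data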;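 note: plate controls were negative control wells for no effect and 2.5 mM tranylcypromine positive control for full effect; values of inactives mirror those of a sister screen read the other way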
PostGolgi ctrl: inhibits growth of the yeast control strain. efflux-deficient yeast background strain, growth absorbance A615, 16 h. inhibition, % at 10 µM. 98,000 compounds, 5% hits. AID 738
S1P2 blocker: blocks the human S1P2 receptor; O95136; 97,000 compounds, 0.21% hits; cell-based S1P2 antagonist assay, inhibition at 5 uM; inhibition, % at 5 µM; in the data active = inhibition above about 45%;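 note: CRE beta-lactamase reporter cells expressing human S1P2 stimulated with S1P; 0% = agonist at EC80 alone and 100% = agonist plus reference antagonist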
sEH act: activators of human soluble epoxide hydrolase | P34913 | purified human sEH enzymatic activity, activator screen | activation, % at 2 µM | 91,000 compounds, 0.04% hits | AID 717; in the data active = activation above about 37%; note: values of inactives mirror those of a sister screen read the other way
Starred values were filed as active, the others as inactive; nt = no result given. Cut-off read from the data, not from the text of the source, unless noted: active = inhibition above about 30%; inactive = the rest. No enrichment for hits (roughly 24% active in at least one column).

SMILES	CYP2C19 act	S1P2 ag	PostGolgi yeast	sEH inhibitor	DAT uptake mod	CYP2C19 inh	PostGolgi ctrl	S1P2 blocker	sEH act
O=C(CN(Cc1ccccc1)S(=O)(=O)c1ccc(Br)cc1)NCc1ccco1	0.7	-9	16	3	0.65	32	3	6	0
Cn1cnc([N+](=O)[O-])c1Nc1ccccc1O	nt	-3	nt	14	-0.0068	nt	nt	-13	-12
CCOc1ccc(S(=O)(=O)Nc2cccc(N(C)S(C)(=O)=O)c2)cc1	0.1	-7	1	-6	-1.3	93*	6	9	8
CCn1c(COc2ccc(Cl)c(C)c2)nnc1SCC(=O)N1CCCC1	1.1	-1	8	-2	0.03	-12	17	1	1
O=C(Nc1ccccn1)N1CCOCC1	nt	-11	3	-26	-0.074	nt	5	16	23
O=S1(=O)N=C(N2CCCc3ccccc32)c2ccccc21	0.8	-3	0	nt	-2.3	20	9	8	nt
O=C(NCCc1ccccc1)C1CCN(S(=O)(=O)c2ccc(-n3cnnn3)cc2)CC1	1	-3	1	2	-0.48	3	2	-9	-4
Cc1cccc(OCc2nnc(N)s2)c1C	0.9	-7	-3	-21	-0.55	10	11	6	22
Cc1ccc(N2C(=O)N(CC(=O)NC(c3ccccc3)c3ccccc3)C(=O)C2C)cc1 (centres undefined)	0.8	-7	18	13	0.0062	23	3	3	-11
COc1cccc(C(=O)Nc2c(F)c(F)c(F)c(F)c2F)c1	1	1	-4	-2	1	2	4	4	5
CC(C)Oc1cccc(C(=O)Nc2ccc(CN3CCOCC3)cc2)c1	0.9	0	-1	23	1.1	14	13	-9	-24
COc1ccc(-n2c(C)nc(=O)c(-c3ccccc3)c2C)cc1	nt	-2	nt	6	1.1	nt	nt	-1	-4
Cc1ccc(-c2nnc(SCC#N)n2N)cc1	1.2	-5	-4	18	-0.056	-19	6	0	-17
CCCCC(=O)OCCNC(=O)c1cc2ccccc2oc1=O	0.4	-5	23	5	0.093	59*	6	11	-4
O=C(NCc1ccco1)c1cnn2c1NC(c1ccc(Br)cc1)CC2C(F)(F)F (centres undefined)	0.3	-5	-3	-10	0.81	66*	38*	-6	9
CCS(=O)(=O)Nc1cc(-c2nc3cccnc3s2)ccc1C	1	-3	2	13	1.7	-1	6	-6	-10
COc1cc(C(=O)NCC(c2ccco2)N2CCCC2)ccc1OCc1c(C)noc1C (centres undefined)	0.8	nt	-8	nt	-0.58	24	5	nt	nt
CC(C)(C)c1ccc(-c2conc2N)cc1	nt	-4	2	-2	-0.78	nt	18	-3	6
CCn1nnnc1SCC(=O)Nc1ccc(OCc2ccccc2)cc1	nt	-1	0	10	0.04	nt	3	-22	-9
CC(C)(C)c1cc(C(C)(C)C)cc(S(=O)(=O)CCc2ccccn2)c1	0.8	-4	9	-9	0.084	17	18	-19	8
COc1ccc2c(c1OC)C(=O)OC2CC(=O)c1ccc(O)cc1 (centres undefined)	0.3	nt	3	nt	nt	72*	-6	nt	nt
Cc1nn(CC(O)COc2ccc3c(c2)CCC3)c(C)c1Br (centres undefined)	0.8	-10	14	6	-0.41	24	28	7	-6
CCCCN(CCCC)S(=O)(=O)c1ccc(NS(=O)(=O)c2ccc(NC(C)=O)cc2)cc1	0.8	-3	-2	-8	1.5	25	-5	-21	6
CCOC(=O)CSc1nc2ccccc2c(=O)n1CCN1CCOCC1	nt	-5	0	7	0.19	nt	9	20	-8
O=C(CC1C(=O)NCCN1C(=O)Nc1ccccc1)Nc1cccc(C(F)(F)F)c1 (centres undefined)	0.8	-4	-6	-2	1.5	17	10	-4	7
Clc1cc(Cl)c2nc(N3CCCCC3)sc2c1	1.1	-2	3	nt	-0.81	-13	8	11	nt
COc1ccc(S(=O)(=O)N2CCC(C(=O)NCC3CCCO3)CC2)cc1 (centres undefined)	1	-4	2	4	-0.38	-4	2	1	-5
CC(C)CC(/C(O)=C(\C#N)c1nc2ccccc2[nH]1)N1C(=O)c2ccccc2C1=O (centres undefined)	0	-8	-1	7	1.1	96*	-3	0	-6
CCn1nc(C(=O)OCC(=O)c2ccc3c(c2)OCCO3)c2ccccc2c1=O	0.8	-1	-5	nt	-0.26	18	27	-13	nt
Cc1noc(C(=O)NCc2ccc(F)cc2)c1Cl	0.9	-2	-3	-7	1	11	7	3	8
O=S(=O)(Nc1ccc2c3c(cccc13)CC2)c1ccc(F)cc1	0.3	-5	-9	-9	0.15	70*	40*	-2	9
O=C(Nn1c(Cc2cccs2)nc2ccccc2c1=O)c1cccs1	0.2	nt	-10	nt	-0.68	84*	-1	nt	nt
C=CCn1c(CSc2nc3ccccc3s2)nnc1SCC(=O)NCCN1CCOCC1	1.1	-4	6	2	0.95	-11	11	-7	1
CC(C)C(NC=C1C(=O)OC(C)(C)OC1=O)C(=O)O (centres undefined)	1	0	-6	3	-0.98	2	3	-6	-1
O=C(CSc1n[nH]c(-c2ccccc2)n1)Nc1ccc(Br)cn1	nt	-6	nt	3	-0.019	nt	nt	-10	3
O=C(c1ccncc1)N1CCN(c2ccc(F)cc2)CC1	0.1	-2	3	1	-1.6	91*	0	-7	0
O=C(CSc1nncn1-c1ccccc1)NCc1cccs1	0.7	-3	-2	9	-0.91	27	1	-2	-9
CC(=O)OC(C(=O)Nc1ccccc1C)C(OC(C)=O)C(OC(C)=O)C(OC(C)=O)C(=O)Nc1ccccc1C (centres undefined)	nt	-3	nt	11	nt	nt	nt	-6	-8
COc1ccc(-c2nnc(SC(C)C(=O)Nc3ccc4c(c3)OCCO4)o2)cc1 (centres undefined)	0.7	-10	6	6	0.18	33	-3	8	-8
CC1CCC/C(=C\Nc2ccc(O)cc2)C1=O (centres undefined)	0.9	0	-2	6	-0.27	15	-4	1	-7
CCC1Oc2ccc(C)cc2N(CC(=O)NCCCN2CCCCC2CC)C1=O (centres undefined)	1.1	1	4	-14	-0.92	-9	4	21	14
Cc1cccc(NC(=S)NNC(=O)c2sccc2C)c1	0.3	-2	2	7	-1	73*	9	-4	-6
CCCC(=N)C1=C(O)CC(CC(C)SCC)CC1=O (centres undefined)	0.2	nt	4	nt	0.012	82*	2	nt	nt
O=C(CNS(=O)(=O)c1ccc(Br)s1)NCc1ccc2c(c1)OCO2	0.4	0	7	-5	-1.1	63*	4	14	6
O=C(Nc1ccncc1)C1c2ccccc2Oc2ccccc21	0	-2	20	-2	-1.6	97*	-10	2	1
O=C(NCc1ccco1)c1ccc2c(c1)C(=O)N(C1CCCCC1)C2=O	0.8	-3	6	11	-0.16	23	13	-1	-10
CC1(c2ccccc2)CC(C)(C)N2C(=O)C3(C(C#N)=C(N)Oc4cc(O)ccc43)c3cccc1c32 (centres undefined)	1.1	-4	-3	-13	0.62	-9	20	-4	13
Nc1c(C(=O)NCc2ccco2)nnn1Cc1ccccc1	1	3	-8	-9	0.31	-2	-2	-8	7
CC(=O)NCCn1c(C)cc2ccccc21	0.9	nt	1	6	0.11	9	4	nt	-2
Cc1ccc(-n2c(-c3cc(C)n(C)n3)n[nH]c2=S)cc1	0.9	-6	-9	-3	1.7	13	10	15	2
COc1cc(C2CC(=O)N(CC(=O)NCc3ccco3)c3ccccc3S2)cc(OC)c1OC (centres undefined)	0.4	-3	0	-6	2.1	65*	5	7	4
O=c1c2ccccc2[nH]c(=S)n1CCN1CCN(Cc2ccccc2)CC1	0.7	-1	-3	9	0.11	30	-5	5	-8
O=C(/C=N/O)NCCCn1ccnc1	0.9	-4	-3	0	nt	5	5	-14	0
O=S1(=O)CCN2C=C(Br)C=C(Br)C2=N1	1	-4	-8	-6	0.95	3	1	13	6
O=C(CCCCCN1C(=O)CCC1=O)NCc1ccccc1	1	-5	2	0	0.53	4	-3	14	-6
COc1cc(OC)c(-c2nnc(-c3ccc(OC)c(OC)c3OC)o2)cc1OC	0.7	16*	-6	-26	1.8	27	15	-12	23
COc1cc2c(cc1NC(=O)C(C)N1CCN(S(=O)(=O)c3ccccc3[N+](=O)[O-])CC1)oc1ccccc12 (centres undefined)	1.1	-2	-3	-14	-0.75	-5	8	3	16
Cc1c(Cl)c(C(=O)NC2C3CC4CC(C3)CC2C4)nn1C (centres undefined)	nt	-4	nt	11	0.2	nt	nt	-38	-12
O=S(Cc1ccc(Cl)cc1)CC(O)COc1ccc(Cl)cc1 (centres undefined)	0.7	-6	0	0	-0.53	27	8	17	2
CCOC(=O)CCSCC(=O)Nc1nnc(C)s1	1	-4	9	-6	-0.24	4	7	17	6

The list goes on.
SMILES	CYP2C19 act	S1P2 ag	PostGolgi yeast	sEH inhibitor	DAT uptake mod	CYP2C19 inh	PostGolgi ctrl	S1P2 blocker	sEH act
Cc1nn(Cc2ccccc2Cl)c2sc(C(=O)OC3CCCC3=O)cc12 (centres undefined)	0	-4	-3	16	1.3	98*	8	-11	-17
O=C(CN1CCN(Cc2ccc3c(c2)OCO3)CC1)c1c[nH]c2ccccc12	1	-8	-1	8	1.2	3	4	17	-7
CC[n+]1c(/C=C2/C=C(C)CC(C)(C)C2)sc2ccc(OC)cc21	0.7	-9	8	-10	1	30	12	39	10
CNC(=O)c1cc2cc(OC)ccc2n1CCN(C)C	0.4	-6	6	4	-0.57	63*	6	-8	-1
OC(COc1ccccc1)CSc1ncn[nH]1 (centres undefined)	0.9	-4	0	-11	0.068	8	19	14	11
Cn1c(SCC(=O)N2CCCc3ccccc32)nc2ccccc2c1=O	nt	-8	nt	5	1.5	nt	nt	36	-1
N=c1c(C(=O)NCc2ccc(F)cc2)cc2c(=O)n3ccccc3nc2n1CC1CCCO1 (centres undefined)	0.8	31*	8	-1	3.2	18	0	-43	0
Cc1cc(C)n(Cc2ccc(F)cc2)c(=O)c1C#N	1	-6	-1	-7	0.45	4	3	20	6
Cc1cc(NS(=O)(=O)c2ccc(Nc3nc(-c4sc(NC(=O)c5ccccc5)nc4C)cs3)cc2)no1	1.2	-6	1	94*	-0.38	-18	0	11	-94
CN(C)S(=O)(=O)c1cccc(C(=O)OCC(=O)Nc2ccccc2OC(F)F)c1	0.9	-10	-2	10	0.57	7	6	8	-8
COc1ccc(C(C)=O)cc1CSc1nnc(-c2ccccc2O)n1-c1ccccc1	0.5	-6	4	0	-0.6	45	19	-8	2
COc1ccc(-c2cc(C(=O)N/N=C/c3ccc(OC)c(COCC(F)(F)C(F)F)c3)c3ccccc3n2)c(OC)c1	0.2	-5	-7	2	-0.18	79*	0	-1	0
Cc1ccc(S(=O)(=O)CC(=O)N(C)C)cc1	nt	-4	1	-12	0.0022	nt	12	-2	12
COc1ccc(OC)c(S(=O)(=O)N2c3ccccc3CC2C)c1 (centres undefined)	0.3	-2	-4	-3	0.1	75*	9	3	6
CCOC(=O)CSC1=C(C#N)C(c2ccco2)C(C(=O)OCc2ccccc2)=C(C)N1 (centres undefined)	0.3	-5	-14	10	-1.6	72*	25	-12	-4
C=CCNC(=O)c1csc(-c2ccccc2)n1	0.3	-4	-3	1	-0.2	67*	0	5	1
COCCCn1c(SCc2nnc(-c3ccc(OC)c(OC)c3)o2)nc2ccccc2c1=O	nt	0	nt	12	1.5	nt	nt	-23	-8
COc1ccc(C2CC(c3c(O)cc(C)oc3=O)=NCCS2)c(OC)c1 (centres undefined)	0.7	nt	-16	nt	-1.2	29	9	nt	nt
CC(C)C(=O)Nc1ccc(N2CCN(C(=O)c3cccs3)CC2)cc1	1	nt	-7	nt	-1.6	-4	17	nt	nt
